TAAR1 antagonist: human TAAR1 antagonists, primary screen, Fluo-8 calcium fluorescence, CHO RD-HGA16 cells; antagonist; inhibition, % at 3 µM; hit rate 1.5% among 360,000; AID 624466, 2012;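 active means inhibition above a per-plate cutoff, the mean inhibition of test compounds on that plate plus 3 SD, cut at about 49% in these data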;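 further: 0% = DMSO plus EC80 beta-PEA response and 100% = DMSO alone without agonist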
Target sequence (Q96RJ0 whole entry, looked up): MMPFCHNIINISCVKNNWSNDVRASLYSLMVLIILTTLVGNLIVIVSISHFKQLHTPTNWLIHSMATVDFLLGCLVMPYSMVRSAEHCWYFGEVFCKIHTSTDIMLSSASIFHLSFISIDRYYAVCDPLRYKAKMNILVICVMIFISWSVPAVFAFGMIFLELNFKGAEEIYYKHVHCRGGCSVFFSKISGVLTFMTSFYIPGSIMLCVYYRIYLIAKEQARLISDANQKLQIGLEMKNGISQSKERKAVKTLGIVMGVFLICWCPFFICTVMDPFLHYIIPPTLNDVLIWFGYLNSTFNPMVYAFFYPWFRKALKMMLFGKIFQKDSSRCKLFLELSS
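Test system: hTAAR1-expressing CHO RD-HGA16 cells, Gα16-coupled; Probe or stimulus: EC80 β-phenethylamine stimulus; Compound dosing: single nominal final test compound concentration of 3 µM; Timing: 140 s kinetic read after compound, 140 s after agonist; Signal: Fluo-8 calcium-sensitive fluorescence; Measure: % inhibition of agonist calcium response; Controls: DMSO and EC80 PEA controls.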
TAAR1 ag: human TAAR1 agonists, primary screen, Fluo-8 calcium fluorescence, CHO RD-HGA16 cells; hit rate 0.99% among 360,000; activation, % at 3 µM; Trace amine-associated receptor 1 (Homo sapiens), Q96RJ0; vehicle wells 0%, saturating PEA agonist 100%;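 active means activation above the mean activation of all test compounds in the run plus 3 SD, cut at about 38% in these data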
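Benchmarks: low control DMSO, high control PEA (EC100); System: CHO RD-HGA16 cells carrying human TAAR1 plus Gα16; Detection: Fluo-8 fluorescence, 5 s baseline then 140 s kinetic read; Schedule: 17-24 h plating, Fluo-8 75 min 37 °C, 30 min RT; Read-out basis: % activation from peak over basal fluorescence ratio, DMSO-to-PEA scaled.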
CHO parental Ca: ATP-evoked calcium signal inhibitors, parental CHO, primary screen, counter-screen for OX1R antagonist project, cell-based, fluorescence, Fluo-8 calcium dye | parental CHO-K1, ATP-induced calcium, Fluo-8 fluorescence | inhibition, % at 5.6 µM | hit rate 0.63% among 330,000;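 active means inhibition above that plate's mean sample inhibition plus 3 SD, cut at about 26% in these data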;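 further: 0% = ATP-challenged DMSO wells and 100% = DMSO wells without ATP; some compounds past the cut are filed as inactive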
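material = parental CHO cells | also added = ATP as calcium-mobilizing challenge | dosing = single point at 5.6 µM | detection = intracellular calcium via Fluo-8 no-wash fluorescent dye | read-out = % inhibition | benchmarks = low control ATP plus DMSO, high control DMSO only | repeats = one well per compound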
CHRM1 agonist: human M1 muscarinic receptor agonists, primary screen, Fluo-8 calcium fluorescence, CHO-K1 cells, HTS; Muscarinic acetylcholine receptor M1 (Homo sapiens), P11229; CHO-K1 hM1, agonist mode; 0% DMSO, 100% acetylcholine EC100; activation, % at 3 µM; hit rate 0.33% among 360,000; AID 588814, 2011;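 active means activation above the run's mean compound activation plus 3 SD, cut at about 16% in these data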;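 further: peak over basal fluorescence ratio within a 140 s kinetic read after compound addition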
Target sequence (P11229 whole entry, looked up): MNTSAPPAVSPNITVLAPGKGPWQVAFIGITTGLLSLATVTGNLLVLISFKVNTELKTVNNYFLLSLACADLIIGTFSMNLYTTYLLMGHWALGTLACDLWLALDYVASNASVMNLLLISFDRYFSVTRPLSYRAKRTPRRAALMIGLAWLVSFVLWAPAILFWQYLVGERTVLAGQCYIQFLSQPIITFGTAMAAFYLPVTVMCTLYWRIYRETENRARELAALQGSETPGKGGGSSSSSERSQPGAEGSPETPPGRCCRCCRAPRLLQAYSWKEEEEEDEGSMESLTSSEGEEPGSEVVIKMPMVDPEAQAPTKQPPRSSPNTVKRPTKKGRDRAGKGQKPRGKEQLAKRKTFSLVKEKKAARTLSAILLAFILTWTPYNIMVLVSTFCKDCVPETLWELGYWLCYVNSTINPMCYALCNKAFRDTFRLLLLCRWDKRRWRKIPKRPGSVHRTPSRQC
CHRM1 antagonist: human M1 muscarinic receptor antagonists, primary screen, CHO-K1 cells, Fluo-8 calcium fluorescence, 1536-well; CHO-K1 hM1, ACh EC80 antagonist; Muscarinic acetylcholine receptor M1 (Homo sapiens), P11229; AID 588852, 2011; inhibition, % at 3 µM; hit rate 1.3% among 360,000;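 active means percent inhibition above its own plate's cutoff, namely the mean of that plate's compound wells plus 3 SD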;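 further: peak over basal fluorescence ratio during 140 s after agonist addition; 0% = ACh EC80 plus DMSO and 100% = DMSO alone without agonist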
M1 ag parental: counter-screen for M1 agonists: effect in parental CHO-K1 cells | hit rate 0.48% among 360,000 | activation, % at 3 µM | Fluo-8 calcium fluorescence; scaled to maximal ATP response, vehicle zero; in the data active means activation above about 15%;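 further: untransfected CHO-K1 host cells lacking M1 receptor as counterscreen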
CHRM1 PAM: human M1 muscarinic receptor positive allosteric modulators, primary screen, CHO-K1 cells, Fluo-8 calcium fluorescence, 1536-well | CHO-K1 hM1, ACh EC20; 0% = ACh EC20, 100% = maximal ACh | activation, % at 3 µM | hit rate 0.088% among 360,000 | AID 588819, 2011; in the data active means activation above about 19%, passing the limit was not always enough
CHO-K1 Ca antag: counter-screen for M1 antagonists: effect in parental CHO-K1 cells. ATP-induced calcium, Fluo-8 fluorescence. inhibition, % at 3 µM. hit rate 0.6% among 360,000;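 active means inhibition above a per-plate cutoff, the plate's mean sample inhibition plus 3 SD, cut at about 24% in these data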;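 further: 0% = DMSO plus EC80 ATP and 100% = DMSO alone without ATP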
CHO-K1 Ca PAM: nonselective calcium activators in parental CHO-K1 cells, primary screen, counter-screen for M1 PAM project, cell-based, Fluo-8 calcium fluorescence, full deck, 1536-well; ATP EC20; 0% at ATP EC20, 100% at ATP max; activation, % at 3 µM; hit rate 0.02% among 360,000;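 active means activation above the run cutoff, the mean activation of all test compounds plus 3 SD, cut at about 40% in these data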;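 further: peak over basal fluorescence ratio in a 140 s read after ATP addition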
An asterisk follows results filed as active.

Results for COc1ccc(CN(C)S(=O)(=O)c2nnc(NC(=O)c3ccccc3OC)s2)cc1OC ?
TAAR1 antagonist: 31; TAAR1 ag: 7; CHO parental Ca: -30; CHRM1 agonist: 1; CHRM1 antagonist: -7; M1 ag parental: 2.8; CHRM1 PAM: 11; CHO-K1 Ca antag: -18; CHO-K1 Ca PAM: -3

How did O=C(Nc1cc(C(F)(F)F)ccc1Cl)C(Sc1n[nH]c(=O)[nH]c1=O)c1ccccc1 (stereo not given) do in these assays?
TAAR1 antagonist: -1; TAAR1 ag: 0; CHO parental Ca: -4; CHRM1 agonist: -3; CHRM1 antagonist: -22; M1 ag parental: 1.5; CHRM1 PAM: 1; CHO-K1 Ca antag: -22; CHO-K1 Ca PAM: 23

Results for COc1ccc(CC(=O)Nc2ccc(F)c(Cl)c2)cc1S(=O)(=O)N1CCOCC1 ?
TAAR1 antagonist: 14; TAAR1 ag: 11; CHO parental Ca: -10; CHRM1 agonist: -1; CHRM1 antagonist: -7; M1 ag parental: 1.5; CHRM1 PAM: 8; CHO-K1 Ca antag: -19; CHO-K1 Ca PAM: 12

How did CCOC(=O)N1CCN(C(c2ccnc3ccccc23)c2nnnn2-c2ccc3c(c2)OCCO3)CC1 (stereo not given) do in these assays?
TAAR1 antagonist: -4; TAAR1 ag: 1; M1 ag parental: -0.1; CHO-K1 Ca antag: -21; CHO-K1 Ca PAM: 7

How did CCCCn1c(SCC(=O)Nc2cccc(C)n2)nnc1-c1ccco1 do in these assays?
TAAR1 antagonist: 3; TAAR1 ag: 5; CHO parental Ca: -9; CHRM1 agonist: -2; CHRM1 antagonist: 8; M1 ag parental: 1.2; CHRM1 PAM: -1; CHO-K1 Ca antag: -9; CHO-K1 Ca PAM: 6

How did CCOC(=O)C1CCN(C(=O)/C=C/c2ccccc2OC)CC1 do in these assays?
TAAR1 antagonist: 7; TAAR1 ag: 3; CHO parental Ca: -8; CHRM1 agonist: -2; CHRM1 antagonist: -7; M1 ag parental: -0.2; CHRM1 PAM: 10; CHO-K1 Ca antag: 6; CHO-K1 Ca PAM: 6

How did NC(=O)c1ccsc1NC(=O)COC(=O)/C=C/c1ccccc1 do in these assays?
TAAR1 antagonist: 79*; TAAR1 ag: 18; CHO parental Ca: -9; CHRM1 agonist: 1; CHRM1 antagonist: 50*; M1 ag parental: 15; CHRM1 PAM: -23; CHO-K1 Ca antag: 27*; CHO-K1 Ca PAM: -18

Results for Cc1ccc(CN(C)CC(=O)NC(C)c2ccccc2)cc1 (stereo not given) ?
TAAR1 antagonist: -16; TAAR1 ag: 1; CHO parental Ca: -8; CHRM1 agonist: -10; CHRM1 antagonist: -8; M1 ag parental: 0.0; CHRM1 PAM: 9; CHO-K1 Ca antag: -16; CHO-K1 Ca PAM: 5

Results for CC1CCCCN1C(=O)Cn1cc(C(=O)c2ccco2)c2ccccc21 (stereo not given) ?
TAAR1 antagonist: 11; TAAR1 ag: 16; CHO parental Ca: -20; CHRM1 agonist: -3; CHRM1 antagonist: 1; M1 ag parental: 0.8; CHRM1 PAM: 1; CHO-K1 Ca antag: -4; CHO-K1 Ca PAM: 10

Results for Cc1ccc(CCNC(=O)c2ccc(CS(=O)(=O)c3ccccc3C)o2)cc1 ?
TAAR1 antagonist: 28; TAAR1 ag: 3; CHO parental Ca: -33; CHRM1 agonist: -2; CHRM1 antagonist: 0; M1 ag parental: 2.9; CHRM1 PAM: -2; CHO-K1 Ca antag: -3; CHO-K1 Ca PAM: 2

Results for S=C(NCC1CCCO1)N1CCc2ccccc2C1 (stereo not given) ?
TAAR1 antagonist: -12; TAAR1 ag: 2; CHO parental Ca: -6; CHRM1 agonist: -3; CHRM1 antagonist: 5; M1 ag parental: 1.8; CHRM1 PAM: -1; CHO-K1 Ca antag: -1; CHO-K1 Ca PAM: -5

Results for Cn1cccc1C1C(C#N)=C(N)OC2=C1C(=O)CC(C)(C)C2 (stereo not given) ?
TAAR1 antagonist: -28; TAAR1 ag: 1; CHO parental Ca: -10; CHRM1 agonist: -4; CHRM1 antagonist: -1; M1 ag parental: -0.1; CHRM1 PAM: 5; CHO-K1 Ca antag: -6; CHO-K1 Ca PAM: 3

What do the screens show for `COc1ccccc1CC(=O)O/N=C(\N)c1cccc([N+](=O)[O-])c1`?
TAAR1 antagonist: 5; TAAR1 ag: 9; CHO parental Ca: 14; CHRM1 agonist: -3; CHRM1 antagonist: 7; M1 ag parental: -0.2; CHRM1 PAM: 6; CHO-K1 Ca antag: -12; CHO-K1 Ca PAM: 2

Results for CCCNC(=O)C1(C)CCCN(Cc2cc(-c3ccccc3)n(C)n2)C1 (stereo not given) ?
TAAR1 antagonist: 8; TAAR1 ag: -1; CHRM1 agonist: -6; CHRM1 antagonist: -4; M1 ag parental: 0.8; CHRM1 PAM: -1; CHO-K1 Ca antag: -6; CHO-K1 Ca PAM: -3

What do the screens show for `CC(=O)Nc1cccc(-c2ccnc3c2CC(C(=O)NCCC(F)(F)F)O3)c1` (stereo not given)?
TAAR1 antagonist: 0; TAAR1 ag: 1; CHRM1 agonist: -1; CHRM1 antagonist: -3; M1 ag parental: 1.0; CHRM1 PAM: 1; CHO-K1 Ca antag: -9; CHO-K1 Ca PAM: 3

Results for Cc1onc(-c2c(F)cccc2Cl)c1C(=O)OCC(=O)Nc1cccc(S(=O)(=O)N(C)C)c1 ?
TAAR1 antagonist: 18; TAAR1 ag: 9; CHRM1 agonist: -4; CHRM1 antagonist: 2; M1 ag parental: 1.9; CHRM1 PAM: -2; CHO-K1 Ca antag: -4; CHO-K1 Ca PAM: -7

Results for COC(=O)c1ccc(COc2ccccc2/C=C(\C#N)C(=O)Nc2ccc(C)cc2)cc1 ?
TAAR1 antagonist: -2; TAAR1 ag: 0; CHO parental Ca: -19; CHRM1 agonist: -6; CHRM1 antagonist: -5; M1 ag parental: 0.9; CHRM1 PAM: 7; CHO-K1 Ca antag: -8; CHO-K1 Ca PAM: 23

What do the screens show for `CC(C)=CCSc1nnc([C@@H](NC(=O)OC(C)(C)C)C(C)C)o1`?
TAAR1 antagonist: -6; TAAR1 ag: 4; CHO parental Ca: -16; CHRM1 agonist: -6; CHRM1 antagonist: -2; M1 ag parental: -0.2; CHRM1 PAM: 6; CHO-K1 Ca antag: -2; CHO-K1 Ca PAM: 12

How did CC(c1ccccc1)C1CC(=O)N(Cc2ccco2)C1=O (stereo not given) do in these assays?
TAAR1 antagonist: -7; TAAR1 ag: 0; CHO parental Ca: -18; CHRM1 agonist: -2; CHRM1 antagonist: -12; M1 ag parental: 0.6; CHRM1 PAM: 13; CHO-K1 Ca antag: -10; CHO-K1 Ca PAM: 19

Results for CC(=O)N(Cc1ccco1)C1(C(=O)NC2CCCCC2)CCCCC1 ?
TAAR1 antagonist: -7; TAAR1 ag: 0; CHO parental Ca: -9; CHRM1 agonist: -3; CHRM1 antagonist: 8; M1 ag parental: 0.2; CHRM1 PAM: -5; CHO-K1 Ca antag: 0; CHO-K1 Ca PAM: 5

Reprinted from the part before: two entries; new compounds follow.
How did CC(c1ccccc1)C1CC(=O)N(Cc2ccco2)C1=O (stereo not given) do in these assays?
TAAR1 antagonist: -7; TAAR1 ag: 0; CHO parental Ca: -18; CHRM1 agonist: -2; CHRM1 antagonist: -12; M1 ag parental: 0.6; CHRM1 PAM: 13; CHO-K1 Ca antag: -10; CHO-K1 Ca PAM: 19

Results for CC(=O)N(Cc1ccco1)C1(C(=O)NC2CCCCC2)CCCCC1 ?
TAAR1 antagonist: -7; TAAR1 ag: 0; CHO parental Ca: -9; CHRM1 agonist: -3; CHRM1 antagonist: 8; M1 ag parental: 0.2; CHRM1 PAM: -5; CHO-K1 Ca antag: 0; CHO-K1 Ca PAM: 5

How did Cc1ccc2[nH]c(O)c(N=NC(=O)C3CC3c3ccccc3)c2c1Br (stereo not given) do in these assays?
TAAR1 antagonist: 0; TAAR1 ag: 4; CHO parental Ca: -16; CHRM1 agonist: -3; CHRM1 antagonist: -11; M1 ag parental: 0.9; CHRM1 PAM: 7; CHO-K1 Ca antag: -7; CHO-K1 Ca PAM: 20

Results for CC1Cc2cc(S(=O)(=O)CCC(=O)NCc3ccco3)ccc2N1C(=O)C1CC1 (stereo not given) ?
TAAR1 antagonist: -17; TAAR1 ag: 2; CHO parental Ca: -9; CHRM1 agonist: -1; CHRM1 antagonist: -1; M1 ag parental: 0.2; CHRM1 PAM: 4; CHO-K1 Ca antag: -4; CHO-K1 Ca PAM: 3

Results for O=Cc1cccc(OCc2cn(CC(=O)c3ccc(O)cc3)nn2)c1 ?
TAAR1 antagonist: -13; TAAR1 ag: 1; CHRM1 agonist: -2; CHRM1 antagonist: 5; M1 ag parental: 0.5; CHRM1 PAM: -3; CHO-K1 Ca antag: 1; CHO-K1 Ca PAM: 6

Results for C=CCn1c(SCC(=O)NCc2ccco2)nc2sc(C)c(C)c2c1=O ?
TAAR1 antagonist: -12; TAAR1 ag: 0; CHO parental Ca: -7; CHRM1 agonist: -3; CHRM1 antagonist: 8; M1 ag parental: 0.0; CHRM1 PAM: -6; CHO-K1 Ca antag: -22; CHO-K1 Ca PAM: 8

Results for COc1cccc(NC(=O)CN(C)C(=O)CCCc2nc3ccccc3s2)c1 ?
TAAR1 antagonist: -6; TAAR1 ag: -1; CHO parental Ca: -17; CHRM1 agonist: -4; CHRM1 antagonist: 3; M1 ag parental: 0.2; CHRM1 PAM: -2; CHO-K1 Ca antag: -3; CHO-K1 Ca PAM: -14

How did O=C(CN1CCN(c2ccccc2)CC1)Nc1nnc(-c2ccccc2)s1 do in these assays?
TAAR1 antagonist: 24; TAAR1 ag: 13; CHO parental Ca: -11; CHRM1 agonist: -1; CHRM1 antagonist: 10; M1 ag parental: 2.1; CHRM1 PAM: -9; CHO-K1 Ca antag: 13; CHO-K1 Ca PAM: 11

Results for COc1ccc(NS(=O)(=O)c2cc(NC(=O)CC(C)(C)C)ccc2N2CCCC2)cc1 ?
TAAR1 antagonist: 6; TAAR1 ag: 1; CHO parental Ca: -13; CHRM1 agonist: -6; CHRM1 antagonist: -4; M1 ag parental: -0.5; CHRM1 PAM: 0; CHO-K1 Ca antag: 8; CHO-K1 Ca PAM: 15

How did CSc1ncc(C(=O)Nc2ccccc2F)c(-c2ccccc2)n1 do in these assays?
TAAR1 antagonist: -3; TAAR1 ag: 3; CHO parental Ca: -20; CHRM1 agonist: -3; CHRM1 antagonist: -4; M1 ag parental: 2.9; CHRM1 PAM: 1; CHO-K1 Ca antag: -18; CHO-K1 Ca PAM: 0

An unsorted share of the library; any-hit rate near 4.4%.
